High-throughput results (PubChem BioAssay)
PREPL inh = inhibits the human prolyl oligopeptidase-like enzyme | recombinant PREPL, fluorescence polarization activity-based probe | inhibition, % at 5.96 µM | actives 0.68% (n = 320,000) | AID 2751; in the data active = inhibition above about 43%;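 also: 0% = enzyme with DMSO and 100% = wells lacking enzyme; many of its hits are not listed in these tables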
pPAFAH FP inh = inhibitors of human plasma PAF acetylhydrolase (pPAFAH); recombinant pPAFAH, FP-rhodamine probe fluorescence polarization; Q13093; inhibition, % at 3.39 µM; actives 1.5% (n = 330,000);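 active = inhibition above the mean inhibition across the screen plus 3 SD, cut at about 25% in these data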;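 also: inhibitors block binding of the rhodamine activity-based probe so polarization drops; 0% = enzyme with DMSO and 100% = wells lacking pPAFAH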
Target sequence (Q13093 whole entry, looked up): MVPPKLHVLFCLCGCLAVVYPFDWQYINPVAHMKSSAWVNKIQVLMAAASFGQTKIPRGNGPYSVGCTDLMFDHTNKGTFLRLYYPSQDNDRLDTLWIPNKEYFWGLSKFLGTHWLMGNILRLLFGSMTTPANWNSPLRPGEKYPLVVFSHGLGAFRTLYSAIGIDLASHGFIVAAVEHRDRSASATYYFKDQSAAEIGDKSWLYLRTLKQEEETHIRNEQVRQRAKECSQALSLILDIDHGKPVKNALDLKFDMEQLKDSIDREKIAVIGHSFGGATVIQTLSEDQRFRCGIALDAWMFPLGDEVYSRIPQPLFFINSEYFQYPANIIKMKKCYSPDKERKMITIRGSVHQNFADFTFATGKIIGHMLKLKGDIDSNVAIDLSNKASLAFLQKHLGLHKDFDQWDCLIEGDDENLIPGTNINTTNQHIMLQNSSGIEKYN
PME-1 inh = blocks human protein phosphatase methylesterase 1; recombinant PME-1, FP-Rh probe fluorescence polarization; inhibition, % at 5.9 µM; Q9Y570; actives 0.53% (n = 320,000);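 active = inhibition above the campaign mean of all compounds plus 3 SD, cut at about 26% in these data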;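 also: competitive labeling of PME-1 active site by serine hydrolase directed probe; 0% = PME-1 with DMSO and 100% = wells lacking PME-1 enzyme; inhibitors block probe labeling so polarization falls and inhibition rises; many of its hits are not listed in these tables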
PAD4 FP inh = inhibitors of human PAD4. actives 0.41% (n = 330,000). recombinant PAD4, RCA probe fluorescence polarization. AID 485272. Q9UM07. inhibition, % at 6.36 µM;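 active = percent inhibition above a cutoff equal to the mean of all tested compounds plus 3 SD, cut at about 15% in these data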;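 also: 0% = PAD4 with RCA probe and DMSO and 100% = probe without PAD4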
LYPLA1 inh = blocks human lysophospholipase 1, a PME1 counter-screen | O75608 | recombinant LYPLA1, FP-Rh probe fluorescence polarization | inhibition, % at 5.9 µM | actives 0.16% (n = 320,000) | AID 2174;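 active = inhibition above the mean of all tested compounds plus 3 SD, set per campaign, cut at about 14% in these data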;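 also: inhibitors block serine hydrolase probe labeling of LYPLA1 so polarization falls; 0% = enzyme with DMSO and 100% = wells lacking LYPLA1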
PAFAH1B2 inh = blocks human PAF acetylhydrolase 1b catalytic subunit 2 | P68402 | recombinant PAFAH1B2, FP-rhodamine activity probe, fluorescence polarization | inhibition, % at 3.39 µM | actives 1.2% (n = 340,000);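 active = inhibition above the mean of all tested compounds plus 3 SD, cut at about 24% in these data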;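 also: 0% = enzyme with DMSO and 100% = wells lacking PAFAH1B2; many of its hits are not listed in these tables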
LYPLA2 counter = blocks human lysophospholipase 2, a PME1 counter-screen; O95372; recombinant LYPLA2, FP-Rh probe fluorescence polarization; inhibition, % at 5.9 µM; actives 0.38% (n = 320,000); AID 2177;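 active = inhibition above the screen-wide mean plus 3 SD, limit set per campaign, cut at about 26% in these data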;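 also: 0% = LYPLA2 with DMSO and 100% = wells lacking LYPLA2 enzyme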
Target sequence (O95372 whole entry, looked up): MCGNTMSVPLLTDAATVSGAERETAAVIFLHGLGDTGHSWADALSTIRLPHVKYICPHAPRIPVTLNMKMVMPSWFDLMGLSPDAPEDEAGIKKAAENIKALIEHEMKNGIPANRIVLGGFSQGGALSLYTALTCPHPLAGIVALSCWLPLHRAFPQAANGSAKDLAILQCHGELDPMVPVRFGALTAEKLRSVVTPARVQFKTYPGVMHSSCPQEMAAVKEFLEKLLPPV
PAFAH1B3 FP inh = inhibitors of human PAFAH1B3 | Q15102 | recombinant PAFAH1B3, FP-rhodamine probe, fluorescence polarization | inhibition, % at 3.39 µM | actives 0.28% (n = 340,000);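 active = inhibition above the screen-wide average of all tested compounds plus 3 SD, cut at about 25% in these data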;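 also: 0% = enzyme with DMSO only and 100% = wells lacking PAFAH1B3 protein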
GSTO1 counter = counter-screen for RBBP9 inhibitors: inhibitors of human GSTO1; P78417; inhibition, % at 5.96 µM; actives 1.1% (n = 300,000); recombinant GSTO1, activity-based probe fluorescence polarization;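 active = inhibition above the campaign mean inhibition plus 3 SD, cut at about 35% in these data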;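 also: 0% = GSTO1-1 with DMSO and 100% = wells lacking GSTO1-1 enzyme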
Target sequence (P78417 whole entry, looked up): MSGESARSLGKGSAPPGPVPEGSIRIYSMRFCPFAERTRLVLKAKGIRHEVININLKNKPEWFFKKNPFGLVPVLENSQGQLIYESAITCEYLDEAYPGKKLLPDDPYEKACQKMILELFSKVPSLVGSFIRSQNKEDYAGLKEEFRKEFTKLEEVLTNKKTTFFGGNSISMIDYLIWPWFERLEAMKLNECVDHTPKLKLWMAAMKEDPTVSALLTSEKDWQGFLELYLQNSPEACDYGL
* = called active by the depositor; · = no result given. These rows are one share of the data, so the mix of outcomes need not match the whole.

SMILES	PREPL inh	pPAFAH FP inh	PME-1 inh	PAD4 FP inh	LYPLA1 inh	PAFAH1B2 inh	LYPLA2 counter	PAFAH1B3 FP inh	GSTO1 counter
Cc1noc(C)c1N=Nc1ccc(Br)cc1C(=O)O	-2	3	9	1	-3	0	-3	-1	-3
Cc1ccccc1CNC(=O)C1CCN(c2nnc(N3CCCC3=O)s2)CC1	16	0	-3	3	-1	4	4	1	3
Fc1ccccc1/C=N/n1cnnc1	6	4	-4	-7	-1	-1	-1	1	0
Cn1c(=O)n(C)c2cc(NC(=O)CSc3nc4ccccc4c(=O)[nH]3)ccc21	3	5	-9	1	-4	5	-7	0	2
O=C(NCCN1CCOCC1)N1CCOCC1	5	5	-9	-2	-2	-3	1	-1	-4
COc1ccccc1CCn1c(N)cc(=O)[nH]c1=O	14	-1	2	-3	-1	1	9	5	7
CCOc1ccc(NS(=O)(=O)c2ccc(-c3coc(C)n3)cc2)cc1	-11	29*	-6	-5	-4	3	-1	10	15
COc1ccc(C2N=C(N)N=C(N)N2c2ccc(C)cc2)cc1 (stereo unspecified)	-5	1	3	2	5	2	6	2	-1
Cc1ccc(C(=O)OCC(=O)Nc2cc(F)ccc2F)cc1NC(=O)c1ccco1	5	-1	0	0	-5	2	7	-2	1
CCOC(=O)c1c(C)n(CC)c2c1cc(O)c1ccccc12	-3	6	5	-1	-4	1	-4	-3	3
COc1ccc(CNC(=O)CN(Cc2ccc(C)cc2)C(=O)c2csnn2)cc1	16	3	-1	-1	3	-1	5	6	9
COC(CC(=O)NNC(=S)Nc1ccc(Cl)cc1)OC	10	1	-1	1	-3	-2	4	4	5
Cc1cccc(N2CC(C(=O)Nc3nnc(SCCN4CCOCC4)s3)CC2=O)c1 (stereo unspecified)	3	14	4	-9	-5	2	0	6	-1
O=C(CCS(=O)(=O)c1ccccc1)Nc1ccccn1	0	-11	-5	3	-2	1	6	11	1
C=CCSc1nc(C)c2cc(C)cc(C)c2n1	1	-1	0	1	0	-3	-5	9	2
CCOc1ccccc1N1C(=O)c2cccnc2C1=O	6	-2	0	-5	2	1	3	6	2
c1ccc(-n2ncc(-c3nn[nH]n3)n2)cc1	5	-4	-9	3	-3	1	-8	3	10
O=C(N[C@@H](Cc1ccccc1)C(=O)N1CCN(S(=O)(=O)c2ccccc2F)CC1)c1ccco1	32	5	·	2	·	9	·	4	·
COc1ccc(CNC(=O)CCCC2=NS(=O)(=O)c3ccccc3N2)cc1	4	-1	1	-1	-3	-2	0	-4	3
Cn1c(=O)n(C)c(=O)n(CC(=O)N2CCCCC2)c1=O	2	6	4	-2	0	4	4	-3	3
O=C(COc1ccc2ccccc2c1)Nc1nccs1	-16	-3	-9	2	0	-1	4	7	3
CCN(CC)S(=O)(=O)c1ccc(N/N=C/c2ccc(O)cc2)nc1	-2	-2	10	-2	1	5	4	10	6
CCOC(=O)C1=C(C)Nc2nnnn2C1c1cccc(OC)c1OC (stereo unspecified)	6	1	4	-1	1	6	5	5	0
CCN(C(=O)c1ccc(S(=O)(=O)N2CCCCC2)cc1)C1CCS(=O)(=O)C1 (stereo unspecified)	10	9	1	3	0	1	2	-7	4
Cc1ccc(C(=O)N/C(=C/c2cccs2)C(=O)NCc2ccco2)cc1	1	7	4	0	-3	-2	-3	3	4
COc1ccc(-c2oc3ccc(-c4ccc(OC)nc4)cc3c2-c2ccc(OC)cc2)cc1	1	0	-8	-3	-2	-6	-3	-7	2
CCCCn1c(N)c(N(CCC(C)C)C(=O)c2cc(Cl)nc3ccccc23)c(=O)[nH]c1=O	6	-5	-9	-2	2	-1	-2	16	·
Cc1c(C(=O)N/N=C/c2cccnc2)sc(=S)n1C	2	2	-3	4	-4	-2	3	1	0
Cc1ccc(-c2cc(C(F)F)nc(NCC3CCCO3)n2)cc1 (stereo unspecified)	-4	24	1	6	-2	2	-3	10	1
CCC1(C)OC(=O)N(CCCn2ccnc2C)C1(C)O (stereo unspecified)	-7	5	9	3	2	1	6	10	-7
Fc1ccc(CN2C3=NCCN3c3ccccc32)cc1	19	-4	7	-5	1	-2	-4	-4	-2
O=C(COc1ccc(Cl)cc1Cl)Nc1ccc(C(=O)Nc2ccccc2C(=O)O)cc1	-8	5	-44	-3	-10	-14	-11	-6	-40
NS(=O)(=O)c1ccc(NC(=O)CN2CCCN(S(=O)(=O)c3ccc(F)cc3)CC2)cc1	-12	4	-2	-1	0	7	-1	1	11
COC(=O)c1sccc1NC(=O)Nc1cccc([N+](=O)[O-])c1	0	-1	10	1	-7	-3	-3	6	-1
COc1ccccc1N1CCN(C(=O)CNC(=O)Cn2cnc3sc(C)c(C)c3c2=O)CC1	6	5	-3	5	0	2	3	9	5
COc1ccc(CCN2C(=O)CC(C(N)=O)SC2=Nc2ccc(F)cc2)cc1OC (stereo unspecified)	5	0	-7	-1	1	-4	-3	7	6
Cc1oc(-c2ccc(Cl)cc2)nc1CSCC(=O)NCCCN1CCOCC1	11	7	5	2	0	1	6	9	-8
COc1ccc2c3n(nc2c1)CCN=C3c1cc(Cl)c(N)c(Cl)c1	4	5	4	-2	0	3	1	0	5
CCOC(=O)Cc1csc(NC(=O)COc2ccc(OC)cc2)n1	4	-3	1	-4	1	4	4	-1	-2
COC(=O)c1c(NC(=O)CSc2nnc(Cn3nnc4ccccc43)n2C)sc(C)c1C	14	2	-1	-4	2	0	6	-1	8
OCC#CCSc1nnc(-c2ccncc2)o1	5	1	-5	-1	1	-2	0	-3	2
O=C(Oc1ccc(Cl)c2cccnc12)c1ccco1	33	6	3	-4	11	9	-1	9	15
CCNC(=O)COC(=O)c1ccc(NS(=O)(=O)c2ccc3c(c2)OCCO3)cc1	-7	0	-3	-3	-2	4	-1	5	-6
O=C(O)c1ccc(NC(CSCc2ccccc2F)C(=O)O)c([N+](=O)[O-])c1 (stereo unspecified)	-6	3	1	0	0	8	8	-2	4
CCOC(=O)c1c(C)[nH]c(N=Nc2ccccc2C)c1C	15	7	10	-2	1	7	0	8	-1
COc1ccc(C(=O)CSc2nnc(Cc3ccccc3)o2)cc1	9	-6	-1	0	-1	-3	4	1	38*
O=S(=O)(NCc1cccnc1)c1cccs1	2	1	-2	1	-1	-3	5	1	1
FC(F)(F)c1ccccc1NC(=S)N1CCc2ccccc2C1	-3	3	1	0	-2	1	-8	10	4
Nc1n[nH]c(-c2cccc([N+](=O)[O-])c2)n1	-3	-2	4	-5	3	1	-4	0	-2
c1ccc(-c2cnc(CSc3ncnc4sccc34)o2)cc1	-7	2	3	1	-5	-8	3	14	-11
Cc1nc2cc(NS(=O)(=O)c3cccc(F)c3)ccc2s1	-1	3	0	-4	0	1	0	10	11
Cc1ccsc1/C=C1\CCc2ccccc2C1=O	-7	4	-5	-6	-2	2	-2	10	0
CN(c1ccc(C(=O)NCCSCc2c(F)cccc2Cl)cc1)S(C)(=O)=O	2	5	-4	-2	3	3	3	6	2
Cc1nc2sc3c(NCc4ccco4)ncnc3c2c2c1COC(C)(C)C2	-4	5	-4	0	-2	1	4	7	0
O=C(NCCc1ccccc1)C1CCCN(S(=O)(=O)c2cccc3nonc23)C1 (stereo unspecified)	13	8	0	-1	-1	11	1	3	2
O=S(=O)(Cc1ccc(Cl)cc1)N1CCN(Cc2ccc3c(c2)OCO3)CC1	4	0	6	1	-5	4	-1	12	6
COc1cccc(NC(=O)C(C)Oc2ccccc2)c1 (stereo unspecified)	9	-7	-3	-9	-4	9	-2	0	-4
N#Cc1nc(COc2ccccc2)oc1N1CCCCCC1	9	5	0	0	-2	10	-12	0	0
CC[C@@]1(C(=O)OC)N[C@H](CN(C)C(=O)Nc2ccc(C(F)(F)F)cc2)[C@@H]2C(=O)N(Cc3ccccc3)C(=O)[C@@H]21	13	-4	·	-2	·	15	·	6	·
c1ccc(CSc2cc3ccccc3[nH]2)cc1	15	9	-2	1	1	12	4	5	4

Gathered by group, those above with a CF3 group.
SMILES	PREPL inh	pPAFAH FP inh	PME-1 inh	PAD4 FP inh	LYPLA1 inh	PAFAH1B2 inh	LYPLA2 counter	PAFAH1B3 FP inh	GSTO1 counter
FC(F)(F)c1ccccc1NC(=S)N1CCc2ccccc2C1	-3	3	1	0	-2	1	-8	10	4
CC[C@@]1(C(=O)OC)N[C@H](CN(C)C(=O)Nc2ccc(C(F)(F)F)cc2)[C@@H]2C(=O)N(Cc3ccccc3)C(=O)[C@@H]21	13	-4	·	-2	·	15	·	6	·

(continued)
SMILES	PREPL inh	pPAFAH FP inh	PME-1 inh	PAD4 FP inh	LYPLA1 inh	PAFAH1B2 inh	LYPLA2 counter	PAFAH1B3 FP inh	GSTO1 counter
CCCc1cc(=O)oc2c3c(c(Cl)cc12)OCN(CCCO)C3	5	3	5	-6	-2	·	-3	·	4
CCCn1c2ccc(/C(C)=N\O)cc2c2cc(/C(C)=N/O)ccc21	15	14	6	-3	1	0	3	3	-6
COC(=O)c1cccc(C(=O)N2CCC(CCC(=O)NCc3ccc(F)cc3)CC2)c1	-8	6	4	2	2	-1	2	6	0
Cc1ccc(-c2cc(N)n(-c3ccccc3)n2)cc1	4	5	4	0	-2	-2	1	4	4
O=C(Nc1cccc([N+](=O)[O-])c1)c1cc(S(=O)(=O)Nc2ccccn2)ccc1Cl	7	7	4	-1	0	5	6	6	5
Cc1nn(CC(=O)N2CC(=O)Nc3ccccc32)c(C)c1[N+](=O)[O-]	2	0	-3	2	3	8	6	5	-4
Cc1nc(NC(=O)c2cncc(Br)c2)ccc1Br	5	5	1	0	-1	2	-3	5	-3
O=C(c1ccc(Cl)c(Cl)c1)N1CCC(=O)N(C(COCc2ccccc2)Cc2ccccc2)CC1 (stereo unspecified)	1	-3	14	0	-4	7	0	-7	-2
Cc1[nH]n(-c2ccccc2)c(=O)c1/C=N/N1CCOCC1	0	-3	-8	-13	-4	3	-5	2	-11
Cc1ccccc1C(=O)Nc1cccc(C#N)c1	-8	-4	3	3	2	8	1	16	0
O=C(NN1C(=O)C2C3c4ccccc4C(c4ccccc43)C2C1=O)C1CC1 (stereo unspecified)	-7	4	0	-3	-1	5	-8	9	3
COc1ccc(/C=N/NC(=O)CN(c2ccc(OC)cc2)S(=O)(=O)c2ccccc2)cc1	-56	-2	2	1	-6	-2	-5	7	-5
C=CCN1C(=O)NC2(CCCCC2)C1=O	-8	-5	-2	3	-1	-6	-3	-6	-1
Cc1cccc(-c2noc(CCCC(=O)Nc3ccc(C(N)=O)cc3)n2)c1	1	1	-3	-11	2	-4	4	-3	-4
COCCCNC(=S)N(CCN(C)C)Cc1cc2cc3c(cc2[nH]c1=O)OCCO3	21	4	0	-3	1	-1	8	5	10
CC(C)c1ccc(S(=O)(=O)N2CCN(C(=O)CN3C(=O)NC(C)(c4ccccc4)C3=O)CC2)cc1 (stereo unspecified)	0	6	5	1	0	2	3	5	5
Cc1cccc(C)c1NC(=O)N1C2CCCC1CC(NC(=O)C(C)(C)C)C2 (stereo unspecified)	-1	4	-3	-1	0	7	2	3	-1
CCN1CCN(CC(=O)Nc2ccc(Cl)c(Cl)c2)C(=O)C1=O	13	5	1	-2	-2	2	3	-1	7
COc1ccccc1CNC(=O)COC(=O)c1cccc(-n2cnnn2)c1	10	0	8	2	3	1	10	3	·
O=S(=O)(NCC(c1ccco1)N1CCN(c2ccccc2F)CC1)c1ccc(F)cc1 (stereo unspecified)	-6	3	0	1	3	2	1	8	3
CC(NC1CCCC1)c1ccccc1 (stereo unspecified)	25	0	-1	-1	-1	3	4	5	6
